Tn6 DDE FP: inhibitors of Tn6 peptide binding to fibrin DD(E), primary screen, biochemical, fluorescence polarization, human fibrin, Tn6 probe | Fibrin DD(E) TRITC-Tn6 fluorescence polarization displacement | inhibition, % at 8.3 µM | 370,000 compounds, 0.21% hits | AID 720509, 2013;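 active = inhibition above a per-campaign cutoff: mean of compounds within control limits plus 3 SD, cut at about 15% in these data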;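 note: 0% = median of all compound wells on the plate and 100% = blocking peptide control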
PLC-gamma1 inh: PLC-gamma1 enzyme inhibitors, primary screen, biochemical, fluorescence, purified enzyme. 1-phosphatidylinositol 4,5-bisphosphate phosphodiesterase gamma-1 (Homo sapiens), P19174. fluorogenic substrate. inhibition, % at 12.2 µM. 370,000 compounds, 0.84% hits. AID 720700, 2013; in the data active = inhibition above about 9.5%
Tn7 DDE FP: inhibitors of Tn7 peptide binding to fibrin DD(E), primary screen, biochemical, fluorescence polarization, human fibrin, Tn7 probe. 370,000 compounds, 0.13% hits. FP displacement of FITC-Tn7 peptide from fibrin DD(E); 0% = median of compound wells per plate. AID 720508, 2013. inhibition, % at 8.3 µM;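 active = inhibition above the mean of compounds falling within the control limits plus 3 SD of them, cut at about 14% in these data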;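 note: 0% = plate median of compound wells and 100% = 10 µM Aha-Tn7 peptide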
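Measure: % inhibition scaled between sample-field median and high-control FP; Test system: human fibrin DD(E); Quantity: 2 µM final DD(E) protein; Doses: one dose, 8.3 µM nominal; Schedule: compound with protein 10 min, then 3 h after probe, room temperature; Detection: fluorescence polarization; Medium: Tris buffer with calcium and detergent, pH 7.8.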
proKLK7 act: proKLK7 zymogen activators, primary screen, biochemical, fluorescence intensity. AID 652039, 2013. 370,000 compounds, 0.9% hits. activation, % at 7 µM. purified proKLK7, EDANS-DABCYL substrate fluorescence; 100% is mature enzyme control, 0% vehicle. Kallikrein-7 (Homo sapiens), P49862;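 active = activation above the mean of all tested compounds plus 3 SD, computed per campaign excluding outliers beyond control limits, cut at about 13% in these data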
ADAM17 inh: ADAM17 inhibitors, primary screen, biochemical, QFRET. Disintegrin and metalloproteinase domain-containing protein 17 (Homo sapiens), P78536. recombinant ADAM17, EDANS/DABCYL FRET peptide cleavage. inhibition, % at 6.95 µM. 370,000 compounds, 0.83% hits;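 active = inhibition above the mean of compounds lying between control limits plus 3 SD, set per campaign, cut at about 8.5% in these data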;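 note: 0% = DMSO-only wells as the low control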
ARFGAP1 inh: inhibitors of rat ARFGAP1 GAP activity, primary screen, biochemical, fluorescence polarization, GDP tracer | inhibition, % at 16.5 µM | ADP-ribosylation factor GTPase-activating protein 1 (Rattus norvegicus), Q62848 | Arfgap1-stimulated ARF1 GTP hydrolysis, GDP FP detection | 360,000 compounds, 0.26% hits;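 active = inhibition above a per-plate limit, mean inhibition of low control wells plus 3 SD, cut at about 25% in these data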;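 note: 0% = DMSO wells with enzyme and 100% = wells lacking Arfgap1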
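system = rat Arfgap1 catalytic domain, aa 1-136 | technique = FP, GDP Alexa 633 tracer displaced from anti-GDP antibody, 620/688 nm | compound = one concentration, 16.5 µM, DMSO 1.26% | medium = HEPES-based buffer, pH 7.5 | timing = compound-enzyme preincubation 20 min, reaction 120 min, detection 60 min, 25 °C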
PLC-beta3 inh: human PLC-beta3 inhibitors, primary screen, biochemical, fluorescence. 370,000 compounds, 0.18% hits. inhibition, % at 12.2 µM. 1-phosphatidylinositol 4,5-bisphosphate phosphodiesterase beta-3 (Homo sapiens), Q01970. AID 720704, 2013. Purified PLC-beta3, fluorogenic substrate; in the data active = inhibition above about 11%;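 note: 0% = median of compound wells on plate and 100% = full blocker control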
Target sequence (Q01970 whole entry, looked up): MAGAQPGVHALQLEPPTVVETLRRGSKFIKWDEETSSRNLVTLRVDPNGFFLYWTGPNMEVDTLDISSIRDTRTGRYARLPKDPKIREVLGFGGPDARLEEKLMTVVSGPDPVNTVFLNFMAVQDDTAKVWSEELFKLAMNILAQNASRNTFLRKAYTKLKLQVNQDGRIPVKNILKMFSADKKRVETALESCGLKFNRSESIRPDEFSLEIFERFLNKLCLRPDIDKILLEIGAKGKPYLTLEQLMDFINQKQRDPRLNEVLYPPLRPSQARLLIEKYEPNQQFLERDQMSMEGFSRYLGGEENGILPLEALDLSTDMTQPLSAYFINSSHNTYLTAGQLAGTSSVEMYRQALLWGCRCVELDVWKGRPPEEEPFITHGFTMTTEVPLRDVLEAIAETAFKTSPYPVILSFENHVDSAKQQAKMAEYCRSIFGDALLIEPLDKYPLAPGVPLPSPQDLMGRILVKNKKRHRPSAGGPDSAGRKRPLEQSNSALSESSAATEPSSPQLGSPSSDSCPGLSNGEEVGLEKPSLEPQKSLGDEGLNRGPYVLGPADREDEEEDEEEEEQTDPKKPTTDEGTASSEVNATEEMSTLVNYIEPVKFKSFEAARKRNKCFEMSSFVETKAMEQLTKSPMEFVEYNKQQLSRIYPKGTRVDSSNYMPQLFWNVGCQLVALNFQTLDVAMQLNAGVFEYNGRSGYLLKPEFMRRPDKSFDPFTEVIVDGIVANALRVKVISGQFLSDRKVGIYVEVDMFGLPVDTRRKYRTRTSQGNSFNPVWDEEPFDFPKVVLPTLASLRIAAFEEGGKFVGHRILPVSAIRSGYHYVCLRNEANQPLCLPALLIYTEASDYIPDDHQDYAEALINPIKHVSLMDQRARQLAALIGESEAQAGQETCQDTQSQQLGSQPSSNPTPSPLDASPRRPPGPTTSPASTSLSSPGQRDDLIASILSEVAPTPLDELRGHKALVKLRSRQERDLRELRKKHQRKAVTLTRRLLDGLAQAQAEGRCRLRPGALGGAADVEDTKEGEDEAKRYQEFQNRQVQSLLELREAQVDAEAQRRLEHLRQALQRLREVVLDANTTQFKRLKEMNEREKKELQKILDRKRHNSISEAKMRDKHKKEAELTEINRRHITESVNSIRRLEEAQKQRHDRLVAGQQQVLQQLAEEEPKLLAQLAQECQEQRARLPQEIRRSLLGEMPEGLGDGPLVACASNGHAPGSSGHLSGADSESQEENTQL
MBD2 DNA inh: inhibitors of MBD2 binding to methylated DNA, primary screen, biochemical, TR-FRET, DNA-binding domain, human. MBD2 binding to methylated oligonucleotide. inhibition, % at 4.4 µM. 370,000 compounds, 0.31% hits; in the data active = inhibition above about 13%
ASAP1 inh: inhibitors of human ASAP1 ArfGAP activity, primary screen, biochemical, fluorescence polarization; Arf-GAP with SH3 domain, ANK repeat and PH domain-containing protein 1 (Homo sapiens), …; ASAP1-stimulated ARF1 GTP hydrolysis, GDP FP detection; inhibition, % at 16.5 µM; 360,000 compounds, 0.19% hits; in the data active = inhibition above about 25%;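 note: 0% = vehicle with enzyme and substrate and 100% = no enzyme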
UHRF1 MBD2 ctr: UHRF1 methylated DNA binding inhibitors, primary screen, counter-screen for MBD2 inhibitor project, biochemical, TR-FRET, human UHRF1, single concentration; AID 687016, 2013; inhibition, % at 4.4 µM; UHRF1 binding to methylated oligo; 370,000 compounds, 0.75% hits; E3 ubiquitin-protein ligase UHRF1 (Homo sapiens), Q96T88; in the data active = inhibition above about 21%;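 note: UHRF1 SRA domain binding a hemimethylated CpG hairpin DNA probe; 0% = median of test compound wells and 100% = reference inhibitor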
Numbers without * were called inactive. Hits appear at their usual frequency, and some 4.1% of all compounds hit somewhere here.

Assay codes: A = Tn6 DDE FP; B = PLC-gamma1 inh; C = Tn7 DDE FP; D = proKLK7 act; E = ADAM17 inh; F = ARFGAP1 inh; G = PLC-beta3 inh; H = MBD2 DNA inh; I = ASAP1 inh; J = UHRF1 MBD2 ctr
> COc1ccc2ccccc2c1CNCc1ccccn1
  A = -4; B = 1; C = -9; D = -0.2; E = -1; F = -1; G = -2; H = 0; I = 3; J = -2
> C/C(=N\NS(=O)(=O)c1ccc(C)cc1)c1ccc(C)o1
  A = -5; B = 9; C = 1; D = 0.4; E = 0; F = -8; G = 2; H = 2; I = -3; J = 1
> O=C1OCCC1=COCCCCOC=C1CCOC1=O
  A = 2; B = 0; C = 0; D = 0.8; E = -1; F = -16; G = 7; H = 0; I = -13; J = -1
> NC1=NC(=O)C(c2ccccc2)C(=O)N1 (configuration not stated)
  A = 5; B = 4; C = 3; D = 0.1; E = -8; F = -10; G = 0; H = 6; I = 4; J = 2
> COC(=O)c1cc2c(N)c(C(=O)c3ccc(Cl)cc3)sc2nc1C(OC)OC
  A = 5; B = -41; C = -1; D = 0.5; E = -4; F = -3; G = -62; H = -2; I = -8; J = -1
> Cc1ccc(C(=O)c2cc(C)sc2N)cc1
  A = 1; B = -1; C = -5; D = -0.3; E = 1; F = 0; G = -1; H = 2; I = 7; J = -2
> Cc1ccccc1C(=O)N1CCC(C(=O)NC2CCCCC2)CC1
  A = 2; B = -1; C = -4; D = -0.1; E = -7; F = -7; G = -9; H = -3; I = -3; J = 4
> CCCOc1ccc(/C=C/C(=O)N2CCOCC2)cc1
  A = 5; B = 0; C = 7; D = -0.1; E = -3; F = -2; G = -3; H = 3; I = 2; J = -3
> Cc1cc(Cl)ccc1NC(=S)NCCCO
  A = 3; B = 3; C = -12; D = -0.3; E = 1; F = -8; G = 1; H = 3; I = 2; J = 2
> CC1(C)CC(NC(=O)c2ccc(Cl)cc2)CC(C)(C)N1
  A = 0; B = 0; C = 3; D = 0.2; E = -3; F = 9; G = -2; H = -3; I = -4; J = -2
> COc1ccccc1CNC(=O)c1ccc(NS(=O)(=O)c2c(C)noc2C)cc1
  A = -9; B = -2; C = 2; D = -0.1; E = -5; F = 7; G = 0; H = 7; I = 3; J = 5
> CCOC(=O)C1CCN(C(=O)C(C)Sc2ccc(Cl)cc2)CC1 (configuration not stated)
  A = -9; B = -1; C = 5; D = -0.2; E = -5; F = -9; G = -2; H = 9; I = -5; J = 23*
> C=CCNC(=S)Nc1ccccc1-c1nnc2n1CCCCC2
  A = 4; B = -6; C = 10; D = 0.4; E = -10; F = 1; G = -11; H = -2; I = 21; J = 3
> O=C(NCCc1nc2ccccc2[nH]1)/C(=C/c1ccco1)NC(=O)c1ccccc1Br
  A = 3; B = -3; C = 0; D = 0.0; E = -1; F = 1; G = -4; H = -1; I = -12; J = -4
> O=C(C1Cc2ccccc2CN1S(=O)(=O)c1ccc(F)cc1)N1CCOCC1 (configuration not stated)
  A = 0; B = 0; C = -1; D = -0.5; E = -2; F = -3; G = 4; H = -3; I = -1; J = -2
> CC1(C(=O)NS(=O)(=O)c2ccc(Cl)cc2)CCN1C(=O)c1ccccc1 (configuration not stated)
  A = 9; B = -3; C = 4; D = -0.6; E = -6; F = -3; G = -4; H = 4; I = 3; J = 0
> O=C(Cc1cccs1)NCc1cccc(F)c1
  A = 3; B = 1; C = -1; D = 0.1; E = 1; F = 2; G = 1; H = 4; I = -10; J = 1
> N#Cc1ccc(S(=O)(=O)N2CCN(C(=O)c3cn(-c4ccccc4)nc3-c3cccnc3)CC2)cc1
  A = 0; B = -1; C = 5; D = -0.4; E = -3; F = -1; G = -5; H = 0; I = -12; J = 0
> O=C(CC[C@H]1O[C@@H](n2ccc(=O)[nH]c2=O)[C@H](O)[C@@H]1O)NCc1ccccc1
  A = -6; B = 0; C = -4; D = -0.6; E = 0; F = 0; G = 1; H = 0; I = -9; J = 0
> CCOC(=O)C1CCN(C(=O)CSCCSCC(=O)N2CCC(C(=O)OCC)CC2)CC1
  A = 5; B = 2; C = -3; D = -0.3; E = -6; F = 4; G = 0; H = 3; I = -3; J = 0
> C/C(=N\NC(=O)c1cc(C(C)C)[nH]n1)c1ccncc1
  A = 7; B = -1; C = 2; D = 0.7; E = 1; F = -2; G = -1; H = -5; I = -1; J = 0
> Cc1ccc2nc(COC(=O)c3ccc(Cl)nc3)cc(=O)n2c1
  A = -5; B = -31; C = -7; D = 0.9; E = -24; F = -5; G = -44; H = -1; I = 6; J = 0
> COc1cc(NS(=O)(=O)c2ccc(NS(=O)(=O)c3ccc(C)cc3)cc2)nc(OC)n1
  A = 2; B = -2; C = -1; D = 0.0; E = -2; F = 3; G = -7; H = 4; I = 10; J = 2
> O=C(O)c1cccc(CSc2nnc(-c3cccnc3)o2)c1
  A = -1; B = -1; C = -2; D = 0.1; E = -2; F = -12; G = -6; H = 4; I = 7; J = -3
> CC1(C)CC(=O)C2=C(C1)N(CC1CCCO1)C(=O)NC2(C(F)(F)F)C(F)(F)F (configuration not stated)
  A = 3; B = 5; C = -10; D = 0.0; E = -1; F = 0; G = 3; H = 11; I = 8; J = 23*
> O=C(Nc1nncs1)c1cccc(S(=O)(=O)N2CCCCC2)c1
  A = -1; B = 2; C = -6; D = 0.4; E = 0; F = -1; G = 1; H = 2; I = 3; J = -2
> Cc1cccc(NC(=O)CNC(=O)COC(=O)c2ccc(C(C)(C)C)cc2)c1C
  A = 5; B = 3; C = -3; D = -0.2; E = -1; F = -1; G = -6; H = 2; I = -5; J = 0
> CC(C)c1ccc(OCC(=O)N2CCN(C(=O)c3ccco3)CC2)cc1
  A = 4; B = -1; C = -2; D = -0.3; E = 0; F = 6; G = -6; H = 0; I = 1; J = 0
> O=C(OCc1ccccc1)N1Cc2ccnnc2CC1c1ccccc1Br (configuration not stated)
  A = -1; B = 1; C = 1; D = -0.5; E = -5; F = 8; G = 0; H = 3; I = 6; J = -3
> COc1ccc(OC)c(S(=O)(=O)Nc2cc(OC)c(Cl)cc2OC)c1
  A = 1; B = 1; C = 4; D = -0.6; E = -1; F = 0; G = -1; H = 4; I = 1; J = -2

Brought forward from above: 5 compounds, then new ones.
Assay codes: A = Tn6 DDE FP; B = PLC-gamma1 inh; C = Tn7 DDE FP; D = proKLK7 act; E = ADAM17 inh; F = ARFGAP1 inh; G = PLC-beta3 inh; H = MBD2 DNA inh; I = ASAP1 inh; J = UHRF1 MBD2 ctr
> O=C(Nc1nncs1)c1cccc(S(=O)(=O)N2CCCCC2)c1
  A = -1; B = 2; C = -6; D = 0.4; E = 0; F = -1; G = 1; H = 2; I = 3; J = -2
> Cc1cccc(NC(=O)CNC(=O)COC(=O)c2ccc(C(C)(C)C)cc2)c1C
  A = 5; B = 3; C = -3; D = -0.2; E = -1; F = -1; G = -6; H = 2; I = -5; J = 0
> CC(C)c1ccc(OCC(=O)N2CCN(C(=O)c3ccco3)CC2)cc1
  A = 4; B = -1; C = -2; D = -0.3; E = 0; F = 6; G = -6; H = 0; I = 1; J = 0
> O=C(OCc1ccccc1)N1Cc2ccnnc2CC1c1ccccc1Br (configuration not stated)
  A = -1; B = 1; C = 1; D = -0.5; E = -5; F = 8; G = 0; H = 3; I = 6; J = -3
> COc1ccc(OC)c(S(=O)(=O)Nc2cc(OC)c(Cl)cc2OC)c1
  A = 1; B = 1; C = 4; D = -0.6; E = -1; F = 0; G = -1; H = 4; I = 1; J = -2
> C/C=C/c1ccc(OCC(O)CNCCc2ccc(OC)cc2)c(OC)c1 (configuration not stated)
  A = -2; B = 1; C = 5; D = -0.8; E = -4; F = 7; G = -5; H = -5; I = 15; J = 1
> CCC(=O)N(CC(=O)Nc1sc(C)c(C)c1C(N)=O)Cc1ccc(F)cc1
  A = 0; B = 3; C = 3; D = -0.2; E = 0; F = 11; G = -1; H = 0; I = -1; J = 1
> O=c1[nH]c2ccccc2c(O)c1O
  A = 2; B = -106; C = -2; D = -17; E = -9; F = -3; G = -139; H = 3; I = 0; J = 5
> O=C(NCCO)C(F)(F)C(F)(F)C(F)(F)OC(F)(C(=O)NCCO)C(F)(F)F (configuration not stated)
  A = 5; B = -2; C = 0; D = -0.2; E = -2; F = -13; G = 2; H = 1; I = -4; J = -1
> Cc1cc(C(=O)CN2C(=O)C(=O)N(C3CCCC3)C2=O)c(C)n1CCc1ccc(F)cc1
  A = 7; B = -5; C = 0; D = 0.9; E = 1; F = -14; G = -4; H = -2; I = 14; J = 2
> CN(c1ccccc1C(=O)Nc1cccc(Br)c1)S(=O)(=O)c1ccccc1
  A = -2; B = 4; C = -5; D = 0.7; E = 6; F = 5; G = 0; H = -6; I = 1; J = -2
> CCN(CC)c1ccc(CN(C(=O)c2cccs2)C2CCS(=O)(=O)C2)cc1 (configuration not stated)
  A = -1; B = -1; C = -2; D = 0.5; E = 1; F = 8; G = -3; H = 1; I = 9; J = 1
> CN(CC(=O)N1CCC(C(N)=O)CC1)S(=O)(=O)c1ccc2ccccc2c1
  A = 0; B = -4; C = 8; D = -0.3; E = 0; F = -3; G = -4; H = -1; I = -2; J = 0
> O=C(C1CC(=O)N(c2ccccc2F)C1)N1CCOCC1 (configuration not stated)
  A = -4; B = 0; C = 9; D = -0.3; E = -2; F = 8; G = -1; H = -1; I = 0; J = -1
> O=C(Nc1nnc(S(=O)(=O)N2CCCCCC2)s1)c1ccccc1F
  A = 5; B = -32; C = 2; D = -0.4; E = 3; F = 3; G = -49; H = -3; I = -3; J = -1

3 records drawn at random from the list so far, as already listed:
Assay codes: A = Tn6 DDE FP; B = PLC-gamma1 inh; C = Tn7 DDE FP; D = proKLK7 act; E = ADAM17 inh; F = ARFGAP1 inh; G = PLC-beta3 inh; H = MBD2 DNA inh; I = ASAP1 inh; J = UHRF1 MBD2 ctr
> CN(CC(=O)N1CCC(C(N)=O)CC1)S(=O)(=O)c1ccc2ccccc2c1
  A = 0; B = -4; C = 8; D = -0.3; E = 0; F = -3; G = -4; H = -1; I = -2; J = 0
> C/C=C/c1ccc(OCC(O)CNCCc2ccc(OC)cc2)c(OC)c1 (configuration not stated)
  A = -2; B = 1; C = 5; D = -0.8; E = -4; F = 7; G = -5; H = -5; I = 15; J = 1
> O=C(Nc1nnc(S(=O)(=O)N2CCCCCC2)s1)c1ccccc1F
  A = 5; B = -32; C = 2; D = -0.4; E = 3; F = 3; G = -49; H = -3; I = -3; J = -1

Bioassay records (PubChem)
